From PubChem
TRPC6 inh: inhibitors of mouse TRPC6 channel; Q61143; HEK293-TRPC6, membrane potential dye, ACh-evoked depolarization; hits give low values; B-score at 10 µM; 310,000 compounds, 1.1% hits;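 active = B-score under library mean minus 3 SD, initial fluorescence not abnormally high, positive integrated signal ratio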;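 note: B-score derived from integrated fluorescence ratio over the kinetic read; more negative B-score means stronger inhibition of depolarization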
TRPC4 inh: TRPC4 (mouse) channel inhibition. HEK293 TRPC4beta/mu-opioid, DAMGO-evoked Fluo4 calcium flux; hits give low values. B-score at 10 µM. 300,000 compounds, 0.39% hits. AID 2247;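 active = B-score over 3 SD under the library average, no early fluorescence shift, positive overall ratio signal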
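Assay system: TRPC4beta/mu-opioid receptor HEK293 cell line; compound dosing: single concentration per test compound; detection: Fluo4 Ca2+ flux fluorescence; evaluation: per-well B score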
MrgX1 PAM: human MrgX1 positive allosteric modulation, primary screen; Q96LB2; MrgX1-HEK293, Fluo-4 calcium flux, FDSS; hits give high values; B-score at 10 µM; 310,000 compounds, 0.63% hits; AID 588675;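 active = plate-corrected calcium response at least 3 library SD above typical, normal starting fluorescence, not activating the receptor alone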;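 note: compound read alongside a low EC10 to EC30 dose of BAM8-22 agonist; peak minus trough fluorescence over baseline measured at the second addition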
Target sequence (Q96LB2 whole entry, looked up): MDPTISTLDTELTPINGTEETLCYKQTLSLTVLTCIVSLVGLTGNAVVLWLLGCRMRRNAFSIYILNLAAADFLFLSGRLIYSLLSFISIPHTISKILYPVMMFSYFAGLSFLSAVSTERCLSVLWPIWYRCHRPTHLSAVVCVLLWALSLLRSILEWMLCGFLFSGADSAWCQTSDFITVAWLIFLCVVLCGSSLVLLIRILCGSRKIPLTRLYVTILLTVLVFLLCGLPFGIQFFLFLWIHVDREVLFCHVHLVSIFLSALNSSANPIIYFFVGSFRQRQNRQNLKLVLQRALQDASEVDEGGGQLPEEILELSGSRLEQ
RGS4 inh: human RGS4 inhibition | P49798 | HEK293 M3R/RGS4 inducible, Fluo-4 calcium flux; hits give high values; triggered by carbachol at its EC20 | B-score at 10 µM | 310,000 compounds, 0.45% hits | AID 463165;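 active = B-score, a plate-corrected calcium signal, over three deviations above library mean, with baseline fluorescence within five deviations of library mean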;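 note: RGS4 expression induced by doxycycline in cells with stable M3 receptor; B-score is computed from the integrated fluorescence ratio over baseline after carbachol; higher B-score means a larger calcium signal and so more RGS4 inhibition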
Target sequence (P49798 whole entry, looked up): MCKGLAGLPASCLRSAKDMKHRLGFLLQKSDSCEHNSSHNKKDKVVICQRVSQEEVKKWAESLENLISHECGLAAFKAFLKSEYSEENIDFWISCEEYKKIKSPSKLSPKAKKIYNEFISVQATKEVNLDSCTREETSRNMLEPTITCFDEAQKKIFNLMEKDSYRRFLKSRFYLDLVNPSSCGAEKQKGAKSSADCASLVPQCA
Platelet DG rel: modulates dense granule release in human platelets. human platelet-rich plasma, SFLLRN dense granule ATP release, luminescence. inhibition, %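 (compounds screened at 7.5 µM in platelet-rich plasma)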. 300,000 compounds, 0.22% hits;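 active = mean replicate score, as percent of positive control, at or above 50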
MrgX1 antagonist: human MrgX1 receptor antagonism, primary screen; MRGX1-HEK293 calcium flux, Fluo-4, BAM8-22 antagonism; hits give low values; B-score at 10 µM; 310,000 compounds, 1.3% hits;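 active = calcium-response B-score plate-corrected more than 3 library SD below zero, starting fluorescence within 5 deviations, no agonist response on first addition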;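 note: peak minus trough fluorescence over baseline after final BAM8-22 challenge near maximal dose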
RGS4 pot: potentiators or activators of RGS4. HEK293 M3R/inducible RGS4, carbachol calcium flux Fluo4; hits give low values. B-score at 10 µM. 310,000 compounds, 0.92% hits. AID 463111;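 active = B-score of the integrated calcium signal more than 4 SD below the library mean, with starting fluorescence not abnormally high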;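 note: negative B-score means reduced calcium response which marks RGS4 activation or potentiation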
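Assay system: Inducible-RGS4 HEK293 cells carrying M3 receptor | Schedule: Compound preincubation 20 min at room temperature before agonist | Signal: Kinetic calcium fluorescence imaging with Fluo4-AM dye, 2 µM | Read-out basis: B score from integrated fluorescence ratio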
MrgX1 ag: human MrgX1 receptor agonism, primary screen; Q96LB2; MrgX1-HEK293 cells, Fluo-4 calcium fluorescence, agonist mode; hits give high values; B-score at 10 µM; 310,000 compounds, 0.44% hits;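 active = calcium response B-score plate-corrected fluorescence ratio at least 3 library SD, with starting fluorescence B-score inside 5 SD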
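Test system: Stable human MrgX1 HEK293 cell line | Schedule: Overnight plating before 1 h dye loading | Read-out basis: Baseline-normalised fluorescence change ratio, B-scored | Detection: Kinetic calcium dye fluorescence, Fluo-4 NW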
HIF act: HIF pathway transcriptional activation; activation, % at 7.5 µM (by protocol); 300,000 compounds, 0.32% hits; U2OS HRE-luciferase reporter, luminescence; normalized: DMSO 0%, desferrioxamine 100%;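 active = mean activation of at least 10% of the iron chelator positive control signal, with at least half of replicates also reaching 10%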
TRPC6 act: activates the mouse TRPC6 cation channel; 310,000 compounds, 0.13% hits; AID 2550; Q61143; HEK293-TRPC6 membrane potential dye fluorescence; hits give high values; B-score at 10 µM;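 active = B-score of the integrated fluorescence ratio above library mean plus 3 SD, and starting fluorescence ratio within library mean plus 5 SD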;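 note: higher score means more depolarization so channel activation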
SKKanGAS inh: inhibitors of SKKanGAS S. pyogenes growth in kanamycin (SK-promoter or general growth effect). inhibition, % at 7.5 µM. AID 1662. BacTiter-Glo, 6 h. 300,000 compounds, 1.3% hits;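 active = mean replicate score, as percent of positive control median, at least 50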;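 note: strain carries kanamycin resistance gene driven by streptokinase promoter and grows in 40 µg/ml kanamycin; loss of luminescence reflects streptokinase promoter inhibition or plain growth inhibition; 0% = median of DMSO wells and 100% = positive control at its reference dose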
An asterisk follows results filed as active; i = inactive.

SMILES | TRPC6 inh | TRPC4 inh | MrgX1 PAM | RGS4 inh | Platelet DG rel | MrgX1 antagonist | RGS4 pot | MrgX1 ag | HIF act | TRPC6 act | SKKanGAS inh
CC(=O)Nc1ccc(NS(=O)(=O)c2ccc3[nH]c(=O)[nH]c3c2)cc1 | i | i | i | i | 0.3 | i | i | i | -0.1 | i | 0.5
Cc1ccc(C2(c3noc(CN(C)Cc4cccnc4)n3)CCCC2)cc1 | i | i | i | i | -0.9 | i | i | i | 0.1 | i | -4.3
O=C(Cn1cc([N+](=O)[O-])ccc1=O)NCc1ccc(Cl)cc1Cl | i | i | i | i | -0.7 | i | i | i | -0.2 | i | -7.1
COc1cc(SC)ccc1C(=O)Nc1nc(C)cc(C)n1 | i | i | i | i | -1.2 | i | i | i | -2.1 | i | 2.2
Cn1nc(C(=O)Nc2sccc2C(N)=O)ccc1=O | i | i | i | i | 0.2 | i | i | i | 0.7 | i | -2.4
NS(=O)(=O)c1cccc(NC(=O)CN2CCC(Cc3ccccc3)CC2)c1 | i | i | i | i | 3.5 | i | i | i | -3.6 | i | 0.9
CCOC(=O)c1ccc(S(=O)(=O)N2CCNCC2)cc1 | i | i | i | i | -4.6 | i | i | i | 0.7 | i | -16.8
CC(=O)Cc1nsc(NC(=O)c2ccc(-c3ccc(Cl)c(Cl)c3)o2)n1 | i | i | i | i | -6.2 | i | i | i | 0.1 | i | 27.9
NNC(=S)Nc1ccccc1Cl | i | i | i | i | 0.8 | i | i | i | 4.1 | i | -4.9
Cc1cc(N2C(=O)C(O)=C(C(=O)c3cc4ccccc4o3)C2c2ccc(OC(C)C)cc2)no1 (centres undefined) | i | i | i | i | 0.7 | i | i | i | 3.0 | i | -10.4
CCOC(=O)c1cc2c(=O)n3ccccc3nc2n(Cc2ccco2)c1=NC(=O)c1ccccc1OCC | i | i | i | i | 3.0 | i | i | i | -0.4 | i | 3.6
O=C1/C(=C/c2cccs2)SC(=S)N1CCCC(=O)N(CCO)c1ccccc1 | i | i | i | i | -3.2 | i | i | i | 0.3 | i | 2.6
Cc1cc(C)c(C)c(S(=O)(=O)Nc2ccc(C(N)=O)cc2)c1C | i | i | i | i | 0.0 | i | i | i | 0.1 | i | 0.1
CCCCN(C)S(=O)(=O)c1ccc(C(=O)Nc2nnc(-c3cccs3)o2)cc1 | i | i | i | i | 4.7 | i | i | 30.9* | -0.5 | i | 101.5*
CN(c1ccccc1)S(=O)(=O)c1ccc(Cl)c(C(=O)Nc2nc3ccccc3[nH]2)c1 | i | i | i | i | -8.1 | i | i | i | -0.1 | i | 8.6
CN(C)c1nc(Nc2ccccc2)nc(Oc2ccc(=O)[nH]n2)n1 | i | i | i | i | -4.2 | i | i | i | 0.0 | i | -0.5
CCOC(=O)c1c(C)[nH]c(C)c1S(=O)(=O)N1CCN(c2ccc([N+](=O)[O-])cc2)CC1 | i | i | i | i | 4.7 | i | i | i | -0.7 | i | 0.9
COc1cc(/C=C/C(=O)NCc2ccccn2)cc(OC)c1OC | i | i | i | i | -1.5 | i | i | i | -0.1 | i | 5.0
Nc1cccc2[nH]c(C(F)(F)F)nc12 | i | i | i | i | -2.2 | i | i | i | 0.5 | i | 22.7
CCCc1cc(CNC(=O)C2CCC(=O)N(CCc3cccc(F)c3)C2)on1 (centres undefined) | i | i | i | i | 5.0 | i | i | i | -0.1 | i | -0.5
COc1cc2c(cc1OC)C(C)N(S(=O)(=O)c1cnc(Cl)c(Cl)c1)CC2 (centres undefined) | i | i | i | i | 4.7 | i | i | i | 2.2 | i | 1.8
CC1=C(C(N)=O)C(c2cccnc2)n2nc(SCc3ccccc3Cl)nc2N1 (centres undefined) | i | i | i | i | 2.8 | i | i | i | 0.1 | i | 4.6
Cc1c(C(=O)Nc2ccc3c4c(cccc24)CC3)cccc1[N+](=O)[O-] | i | i | i | i | -8.6 | i | i | i | 0.8 | i | -0.5
COc1ccccc1CNc1nc(SC)ncc1CO | i | i | i | i | -10.4 | i | i | i | 0.3 | i | -14.7
COc1cc(CNCc2cccnc2)ccc1OCC(=O)NC1CCCCC1 | i | i | i | i | 25.0 | i | i | i | -0.9 | i | -13.5
CCOc1c(Br)cc(Br)cc1/C=C1\SC(N)=NC1=O | i | i | i | i | -2.1 | i | i | i | -1.4 | i | -5.3
COc1ccccc1OC(C)C(=O)Nc1nc(-c2ccc(S(=O)(=O)N3CCOCC3)cc2)cs1 (centres undefined) | i | i | i | i | 14.9 | i | i | i | -1.4 | i | 10.5
O=C(c1ccco1)N1CCN(Cc2nnc(-c3cccc(Cl)c3)o2)CC1 | i | i | i | i | -2.0 | i | i | i | 0.3 | i | -7.2
CCCCN(Cc1cc2cc(OC)ccc2[nH]c1=O)C(=O)c1ccco1 | i | i | i | i | 2.4 | i | i | i | -0.6 | i | -0.1
CCc1ccc(-n2c(=O)c3ccccc3n(CC(=O)C(C)(C)C)c2=O)cc1 | i | i | i | i | 2.7 | i | i | i | -0.4 | i | 2.6
CCc1ccc(CN(C(=O)c2ccco2)C2CCS(=O)(=O)C2)cc1 (centres undefined) | i | i | i | i | 2.5 | i | i | i | 0.6 | i | 2.9
Cc1ccc2nc3n(c(=O)c2c1)CCCCC3 | i | i | i | i | 0.7 | i | i | i | 5.7 | i | 0.2
CN(C)CCCNC(=O)C(=O)Nc1cc2c3c(c1)CC(=O)N3CCC2 | i | i | i | i | -4.3 | i | i | i | -0.5 | i | -1.1
Cc1ccccc1NC(=O)c1cccc(OCc2c(C)noc2C)c1 | i | i | i | i | 7.8 | i | i | i | 0.1 | i | -1.8
Cc1onc(-c2c(F)cccc2Cl)c1C(=O)N1CCCCC1 | i | i | i | i | -10.5 | i | i | i | 0.6 | i | -3.5
CCOC(=O)c1ccc(NCCOC)c([N+](=O)[O-])c1 | i | i | i | i | 0.8 | i | i | i | 2.7 | i | -6.9
Cc1ccc(NC(=O)COC(=O)c2ccc3c(c2)OCO3)cc1S(=O)(=O)N1CCCCC1 | i | i | i | i | -18.1 | i | i | i | -0.2 | i | -2.6
CC(C)COP(=O)(c1ccc(N(C)C)cc1)C(O)c1cccnc1 (centres undefined) | i | i | i | i | -1.7 | i | i | i | 0.2 | i | 0.5
COc1ccccc1NC(=O)/C(=C/c1ccncc1)NC(=O)c1ccccc1 | i | i | i | i | 4.1 | i | i | i | -0.1 | i | 0.5
COc1ccc(OC)c(S(=O)(=O)NCc2cn3cccc(C)c3n2)c1 | i | i | i | i | -1.1 | i | i | i | 0.0 | i | 6.5
CC(C)CNC(=O)C1CCN(c2ccc(S(=O)(=O)N3CCOCC3)cc2)CC1 | i | i | i | i | 4.8 | i | i | i | -0.4 | i | -2.8
O=c1c2[nH]c3ccccc3c2ncn1CCN1CCNCC1 | i | i | i | i | 3.5 | i | i | i | -0.2 | i | 5.4
COc1ccccc1N(CCN1C(=O)c2cccc3cccc(c23)C1=O)C(=O)c1ccncc1 | i | i | i | i | 3.4 | i | i | i | -0.1 | i | -32.0
O=C(Nc1ccc2c(c1)OCO2)c1c(F)cccc1F | i | i | i | i | -3.2 | i | i | i | 2.9 | i | 1.3
Cc1nn(C)cc1S(=O)(=O)NC1CCCC1 | i | i | i | i | -4.9 | i | i | i | 0.1 | i | 3.9
Cn1cccc1Cc1nnc(SCC(=O)NCC2CCCO2)n1-c1ccc(F)cc1 (centres undefined) | i | i | i | i | 3.6 | i | i | i | 0.2 | i | 1.3
Cc1ccc(C)c(NC(=O)c2ccc3ccccc3n2)c1 | i | i | i | i | 19.9 | i | i | i | 0.8 | i | 3.9
Cc1nc(NC(=O)c2c(-c3ccccc3Cl)noc2C)sc1C | i | i | i | i | 2.9 | i | i | i | -0.4 | i | 0.5
CC(=O)Nc1ccc(S(=O)(=O)N2CCN(c3ccc(C)c(Cl)c3)CC2)cc1 | i | i | i | i | -8.1 | i | i | i | -0.2 | i | -16.1
CCOc1ccc(NC(=O)CSc2nc3nc4c(cc3c(=O)n2CC)COC(C)(C)C4)cc1 | i | i | i | i | -31.8 | i | i | i | -0.2 | i | -13.5
C=CCNC(=O)/C(=C/c1ccc(Br)cc1)NC(=O)c1ccccc1OC | i | i | i | i | 0.2 | i | i | i | 0.2 | i | -4.2
O=C(O)c1ccc(N=NNc2cccc([N+](=O)[O-])c2)cc1 | i | i | i | i | 11.8 | i | i | i | 0.9 | i | 6.4
O=C(Nc1ccc(Br)cc1)N1CCCC(O)C1 (centres undefined) | i | i | i | i | -3.0 | i | i | i | 1.8 | i | 3.7
Cn1cccc1C(=O)NNC(=O)c1ccccc1Br | i | i | i | i | -0.5 | i | i | i | -0.5 | i | -0.6
CCc1ccc(NC(=O)C2CCCN(S(=O)(=O)c3cnc[nH]3)C2)cc1 (centres undefined) | -6.14* | i | i | i | -10.9 | i | i | i | 0.5 | i | 3.8
Cc1cccc(C)c1NS(=O)(=O)c1c(C(=O)N2CCCCC2)c(C)n(C)c1C | i | i | i | i | 1.4 | i | i | i | 0.3 | i | 13.7
COc1ccc(-c2csc(Nc3ccc(C)cn3)n2)cc1 | i | i | i | i | 0.2 | i | i | i | 2.6 | i | -1.6
CCOc1cc(/C=N/NC(=O)c2cc(-c3cccc(OC)c3)nc3ccccc23)ccc1O | i | i | i | i | -34.3 | i | i | i | 0.4 | i | 8.0
CC/C(=N\NC(=S)Nc1cccc(C)c1)c1ccccc1 | i | i | i | i | 2.6 | i | i | i | 0.3 | i | 61.6*
CSc1c2c(nc3ncnn13)CCC2 | i | i | i | i | 4.3 | i | i | i | -0.5 | i | 1.4

Additional records:
SMILES | TRPC6 inh | TRPC4 inh | MrgX1 PAM | RGS4 inh | Platelet DG rel | MrgX1 antagonist | RGS4 pot | MrgX1 ag | HIF act | TRPC6 act | SKKanGAS inh
COc1ccc(C(=O)NCC(=O)OCC(=O)NCCC2=CCCCC2)cc1 | i | i | i | i | -0.4 | i | i | i | -0.3 | i | 4.6
CC(=O)N1c2c(cc(Br)cc2S(=O)(=O)N2CCCCC2)CC1C (centres undefined) | i | i | i | i | -0.9 | i | i | i | 0.0 | i | 12.8
COc1cc(S(=O)(=O)Nc2cccc(C)c2)ccc1N=Cc1c(C)[nH]n(-c2ccccc2)c1=O | i | i | i | i | 0.3 | i | i | i | 1.3 | i | 26.3
CCOC(=O)c1ccccc1NC(=O)COc1cc(=O)n(CC)c2ccccc12 | i | i | i | i | -3.4 | i | i | i | 0.2 | i | 6.2
